From PubChem
V1R ag counter: agonists of human V1a receptor, primary screen, counter-screen for OXTR agonist project, fluorescence, CHO-V1R cells; activation, % at 3 µM; Fluo-8 calcium fluorescence, agonist mode; 0% DMSO, 100% 3 nM vasopressin; Vasopressin V1a receptor (Homo sapiens), P37288; hit rate 0.25% among 320,000;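 active = activation above the mean activation of all tested compounds plus 3 SD, per screening run, cut at about 20% in these data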;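 also: signal is peak over basal fluorescence ratio across a 100 second FLIPR read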
Target sequence (P37288 whole entry, looked up): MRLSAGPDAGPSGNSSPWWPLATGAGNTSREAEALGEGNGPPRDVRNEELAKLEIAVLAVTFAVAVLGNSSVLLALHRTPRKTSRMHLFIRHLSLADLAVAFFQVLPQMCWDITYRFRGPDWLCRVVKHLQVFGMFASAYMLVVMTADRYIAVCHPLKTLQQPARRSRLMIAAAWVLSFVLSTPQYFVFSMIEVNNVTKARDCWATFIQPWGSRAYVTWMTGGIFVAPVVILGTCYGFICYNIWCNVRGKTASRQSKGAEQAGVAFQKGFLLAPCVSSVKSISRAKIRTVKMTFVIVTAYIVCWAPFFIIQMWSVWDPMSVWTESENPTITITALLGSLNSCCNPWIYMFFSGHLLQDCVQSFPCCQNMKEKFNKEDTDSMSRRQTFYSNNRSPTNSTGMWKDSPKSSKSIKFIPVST
NALP1 yeast inh: NALP1 inflammasome inhibitors in reconstituted yeast, colorimetric, S. cerevisiae, triplicate retest. inhibition, % at 10 µM. AID 2071, 2009. hit rate 0.61% among 280,000. S. cerevisiae NALP1/ASC/caspase-1 growth, X-gal OD620, 72 h; in the data active = inhibition mostly above about 24%, no sharp cut-off; inactive = mostly below about 32%; also: some compounds called inactive have numbers as strong as hits
OXTR agonist: human OXTR agonists, primary screen, fluorescence, CHO-OTR cells, Fluo-8 calcium | hit rate 0.32% among 320,000 | activation, % at 3 µM | Fluo-8 calcium fluorescence; normalized: DMSO 0%, oxytocin 100%;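 active = activation above the mean of all tested compounds plus 3 SD, cutoff set per screening run, cut at about 20% in these data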;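 also: peak over basal fluorescence ratio from a 100 s FLIPR kinetic read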
M18AAP inhibitor: PfM18AAP inhibitors, malaria aminopeptidase, primary screen, biochemical, QFRET, recombinant enzyme. M18 aspartyl aminopeptidase (Plasmodium falciparum 3D7). AID 1822, 2009. inhibition, % at 7.35 µM. hit rate 1.2% among 290,000. H-Glu-NHMec fluorogenic cleavage;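 active = inhibition above the campaign mean inhibition over all tested compounds plus 3 SD, cut at about 28% in these data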;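 also: 0% = plate median of test compound wells and 100% = 2 mM ZnCl2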
MEKK2 mut-MEK5: MEK5 binding signal on mutant MEKK2 PB1, primary screen, biochemical, multiplex bead flow cytometry, Alexa488-MEK5; hit rate 0.35% among 290,000; percent response, % at 10 µM; Alexa488-MEK5 binding to MEKK2 mutant; in the data active = percent response above about 24%, passing the limit was not always enough; also: inactives centre near 1; some results filed as inactive read as strong as hits
GPR7 antag: GPR7 receptor antagonists, primary screen, cell-based, fluorescence, single concentration; GPR7-expressing cells, fluorescence antagonist assay; inhibition, % at 4.4 µM; hit rate 1.1% among 290,000; in the data active = inhibition above about 16%, passing the limit was not always enough;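 also: cells stimulated with the agonist NPW; 0% = agonist with vehicle and 100% = vehicle without agonist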
MEKK2 WT-MEK5: modulators of MEK5 binding to wildtype MEKK2, primary screen, biochemical, multiplex bead flow cytometry, Alexa488-MEK5; Mitogen-activated protein kinase kinase kinase 2 (Homo sapiens), Q9Y2U5; Alexa488-MEK5 binding to MEKK2 WT; actives lie on both sides; binding response (% of control), % at 10 µM; hit rate 1.1% among 290,000; AID 1531, 2009; in the data active = binding response below about 67% or above about 130%
GalR3 antagonist: GalR3 antagonists in HEK293 cells, primary screen, cell-based, fluorescence readout; inhibition, % at 3 µM; Galanin receptor type 3 (Homo sapiens), O60755; HEK293 GalR3-CNG cAMP membrane potential fluorescence; galR3 body fused to GalR1 C-terminus; hit rate 0.44% among 360,000;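 active = inhibition above the screen-wide average plus 3 SD, cut at about 13% in these data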;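 also: forskolin and galanin both at EC90 stimulate the cells; cAMP rise reported by CNG channel membrane potential dye signal; 0% = forskolin plus galanin with DMSO and 100% = forskolin alone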
Target sequence (O60755 1-299 limits assumed): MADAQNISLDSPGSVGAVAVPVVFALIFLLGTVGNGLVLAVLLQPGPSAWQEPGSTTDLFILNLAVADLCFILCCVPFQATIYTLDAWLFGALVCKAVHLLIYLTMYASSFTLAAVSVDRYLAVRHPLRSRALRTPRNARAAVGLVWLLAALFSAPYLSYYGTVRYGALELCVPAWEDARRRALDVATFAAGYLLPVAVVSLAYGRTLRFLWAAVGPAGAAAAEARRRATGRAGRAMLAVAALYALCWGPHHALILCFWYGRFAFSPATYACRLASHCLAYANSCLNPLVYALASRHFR
OXTR potentiator: human OXTR potentiators, primary screen, fluorescence, CHO-OTR cells, Fluo-8 calcium; hit rate 0.061% among 320,000; activation, % at 3 µM; Fluo-8 calcium fluorescence, potentiator mode; 0% = oxytocin EC15, 100% = EC100; Oxytocin receptor (Homo sapiens), P30559;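 active = activation above that plate's cutoff, the mean activation of tested compounds plus 3 SD, cut at about 6.6% in these data, passing the limit was not always enough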;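 also: 100% uses oxytocin at 75 nM as the full agonist control; some results filed as inactive read as strong as hits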
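System: human OTR in CHO cells / Also added: sub-maximal oxytocin, roughly EC15 / Control set: EC15 oxytocin low, 75 nM oxytocin high / Schedule: 6 min compound pre-incubation at room temperature, 100 s kinetic read / Compound: single-point 3.0 µM / Replication: singlicate / Technique: Fluo-8 calcium dye fluorescence / Read-out basis: % activation of max/min ratio relative to oxytocin controls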
Active calls of the source: *; / = no result given.

SMILES | V1R ag counter | NALP1 yeast inh | OXTR agonist | M18AAP inhibitor | MEKK2 mut-MEK5 | GPR7 antag | MEKK2 WT-MEK5 | GalR3 antagonist | OXTR potentiator
CCc1nnc(NS(=O)(=O)c2ccc(NC(=S)NC(=O)c3ccc(OC)cc3)cc2)s1 | -0.6 | 27 | -1.1 | 5 | -2 | -5 | 97 | -1 | -6
CC1CCCC(C)N1/N=C/c1cc(Br)cc(Br)c1O (stereo unspecified) | 0.1 | 33 | -0.4 | -3 | 15 | 9 | 116 | 3 | 1
CCOC(=O)c1ccc(S(=O)(=O)NC2CC2)cc1 | 0.6 | 13 | 1.4 | 3 | 0 | -2 | 102 | -9 | -6
N/C(=N\OC(=O)COc1ccc2ccccc2c1)c1ccncc1 | 4.6 | 8 | 5.9 | -7 | 1 | -4 | 100 | / | -19
C=CCOc1ccc(/C(O)=C2/C(=O)C(=O)N(CCCn3ccnc3)C2c2cccs2)cc1 (stereo unspecified) | -0.5 | 0 | 0.5 | -2 | 10 | -4 | 103 | -3 | -10
Nc1nnc(SCC(=O)OCC(=O)c2ccccc2Br)s1 | 0.2 | -11 | -0.2 | 11 | -4 | -6 | 93 | -5 | -10
COc1ccc(CNC(=O)C(C)OC(=O)CO/N=C(\C)c2ccc3c(c2)OCO3)cc1 (stereo unspecified) | -1.2 | / | -2.5 | / | / | / | / | -5 | -10
CCN(CC)C(=O)c1cc(Cl)ccn1 | 0.0 | 7 | 0.3 | 4 | -13 | -9 | 87 | 2 | -15
Cc1cccc(-n2nc3c(c2NC(=O)c2ccc(S(=O)(=O)N4CCOCC4)cc2)CSC3)c1C | / | 30 | / | 1 | / | -2 | / | -6 | /
CCOc1cc(S(=O)(=O)NC2CCCCC2)ccc1F | 7.0 | 12 | 9.1 | 0 | 8 | 4 | 103 | -4 | -10
O=C(CCN1C(=O)[C@@H]2Cc3ccccc3CN2C1=O)N[C@@H](C(=O)O)c1ccccc1 | 0.1 | 13 | 1.1 | 3 | 3 | -5 | 101 | -1 | -4
c1ccc2c(c1)oc1c(NCCN3CCOCC3)ncnc12 | 0.6 | -6 | 3.4 | 0 | 8 | -1 | 106 | -2 | 0
COc1ccc(C(=O)N/C(=C\c2ccccc2)C(=O)NCc2cccnc2)cc1 | 0.9 | 16 | 0.2 | -1 | -2 | 4 | 94 | -10 | -6
COc1ccc(N2CCN(S(=O)(=O)c3ccc4c(c3)NC(=O)C(C)S4)CC2)cc1 (stereo unspecified) | 8.8 | -2 | 6.5 | 0 | -1 | 8 | 99 | 12 | -13
CC(=O)c1ccc(NC(=O)C(C)OC(=O)CCCN=C2NS(=O)(=O)c3ccccc32)cc1 (stereo unspecified) | 0.5 | / | 0.3 | / | / | / | / | 2 | 2
CCOC(=O)CSc1nnc(Cn2c(=O)sc3ccccc32)n1-c1ccccc1C | -0.1 | -47 | -0.7 | 1 | 3 | 0 | 97 | 0 | -5
O=C(Nc1cccc(C(=O)N2CCCC2)c1)c1ccccc1Cl | 1.3 | 24 | -1.0 | -15 | 9 | -13 | 102 | -8 | -4
COc1ccc(/C=C/C(=O)Nc2nc(C)c(C(=O)N(C)C)s2)cc1 | 0.7 | 29 | 0.3 | 3 | -1 | 1 | 109 | -2 | -11
CC1CCc2c(C(=O)Nc3ccc(N4CCOCC4)cc3)csc2C1 (stereo unspecified) | -1.4 | 27* | -2.7 | -9 | 3 | -4 | 102 | -4 | -8
O=C(c1ccccc1)N(C1=NCCCCS1)c1ccccc1 | -0.5 | 11 | -2.3 | 3 | 30 | -7 | 127 | 3 | -5
CC(C)(C)NC(=O)/C(=C\c1cccnc1)NC(=O)c1ccco1 | -0.4 | 6 | -0.5 | -8 | -9 | 2 | 94 | 2 | -8
CCOc1cc2[nH]c(=S)n(CCC(=O)NCc3ccco3)c(=O)c2cc1OCC | 0.2 | 13 | -0.2 | 3 | -2 | -7 | 101 | 6 | -4
Oc1ccc(/C=N/NC2=NCCCCC2)c(O)c1 | 0.6 | -8 | 0.4 | 40* | 2 | -4 | 104 | 0 | -4
Cc1cccnc1NC(=O)Nc1cccc(C(F)(F)F)c1 | 1.2 | 2 | 0.1 | -1 | 0 | -4 | 99 | 1 | -2
O=C(NNC(=O)c1ccc(SCC2CCCO2)c([N+](=O)[O-])c1)c1ccc(Cl)c([N+](=O)[O-])c1 (stereo unspecified) | 1.7 | -6 | 3.4 | 0 | 5 | 4 | 94 | -2 | -10
Cc1cc(=O)oc2cc(OC(C)C(=O)Nc3ccc(N4CCCCC4)cc3)ccc12 (stereo unspecified) | 1.9 | 10 | 3.3 | 11 | 5 | 12 | -1.0* | 0 | -11
CSc1ccccc1C(=O)C1CCCN(C(=O)CCc2cccnc2)C1 (stereo unspecified) | -0.1 | 16 | -2.2 | 3 | -12 | -13 | 93 | -3 | -27
COc1ccc(OC)c(C2=Nn3c(nnc3-c3ccncc3)SC2)c1 | -0.9 | / | -0.2 | / | / | / | / | -1 | -5
O=C(N/N=C/c1cccnc1)c1ccccc1NS(=O)(=O)c1cccs1 | 0.2 | 7 | 1.1 | 6 | -1 | -12 | 94 | -4 | -5

Copied from the results shown (14 entries):
SMILES | V1R ag counter | NALP1 yeast inh | OXTR agonist | M18AAP inhibitor | MEKK2 mut-MEK5 | GPR7 antag | MEKK2 WT-MEK5 | GalR3 antagonist | OXTR potentiator
CCOC(=O)CSc1nnc(Cn2c(=O)sc3ccccc32)n1-c1ccccc1C | -0.1 | -47 | -0.7 | 1 | 3 | 0 | 97 | 0 | -5
O=C(Nc1cccc(C(=O)N2CCCC2)c1)c1ccccc1Cl | 1.3 | 24 | -1.0 | -15 | 9 | -13 | 102 | -8 | -4
COc1ccc(/C=C/C(=O)Nc2nc(C)c(C(=O)N(C)C)s2)cc1 | 0.7 | 29 | 0.3 | 3 | -1 | 1 | 109 | -2 | -11
CC1CCc2c(C(=O)Nc3ccc(N4CCOCC4)cc3)csc2C1 (stereo unspecified) | -1.4 | 27* | -2.7 | -9 | 3 | -4 | 102 | -4 | -8
O=C(c1ccccc1)N(C1=NCCCCS1)c1ccccc1 | -0.5 | 11 | -2.3 | 3 | 30 | -7 | 127 | 3 | -5
CC(C)(C)NC(=O)/C(=C\c1cccnc1)NC(=O)c1ccco1 | -0.4 | 6 | -0.5 | -8 | -9 | 2 | 94 | 2 | -8
CCOc1cc2[nH]c(=S)n(CCC(=O)NCc3ccco3)c(=O)c2cc1OCC | 0.2 | 13 | -0.2 | 3 | -2 | -7 | 101 | 6 | -4
Oc1ccc(/C=N/NC2=NCCCCC2)c(O)c1 | 0.6 | -8 | 0.4 | 40* | 2 | -4 | 104 | 0 | -4
Cc1cccnc1NC(=O)Nc1cccc(C(F)(F)F)c1 | 1.2 | 2 | 0.1 | -1 | 0 | -4 | 99 | 1 | -2
O=C(NNC(=O)c1ccc(SCC2CCCO2)c([N+](=O)[O-])c1)c1ccc(Cl)c([N+](=O)[O-])c1 (stereo unspecified) | 1.7 | -6 | 3.4 | 0 | 5 | 4 | 94 | -2 | -10
Cc1cc(=O)oc2cc(OC(C)C(=O)Nc3ccc(N4CCCCC4)cc3)ccc12 (stereo unspecified) | 1.9 | 10 | 3.3 | 11 | 5 | 12 | -1.0* | 0 | -11
CSc1ccccc1C(=O)C1CCCN(C(=O)CCc2cccnc2)C1 (stereo unspecified) | -0.1 | 16 | -2.2 | 3 | -12 | -13 | 93 | -3 | -27
COc1ccc(OC)c(C2=Nn3c(nnc3-c3ccncc3)SC2)c1 | -0.9 | / | -0.2 | / | / | / | / | -1 | -5
O=C(N/N=C/c1cccnc1)c1ccccc1NS(=O)(=O)c1cccs1 | 0.2 | 7 | 1.1 | 6 | -1 | -12 | 94 | -4 | -5
